Shn3 inh set2: reduces Shn3 3'UTR luciferase signal in osteoblasts. Clone20 osteoblast Shn3 3'UTR firefly luciferase, 24 h. inhibition, % at 12.5 µM. actives 0.52% (n = 360,000). AID 588674;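 active = mean inhibition of at least 75% with every replicate also reaching 75%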;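 note: 0% = median of neutral control wells and 100% = pilot-screen positive control compound; some compounds past the cut are filed as inactive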
KKLEB tox: CF airway cell cytotoxicity counter-screen. KKLEB CF airway cells viability, ATPlite luminescence, overnight; hits give low values; cells stimulated with P. aeruginosa culture filtrate. actives 0.36% (n = 360,000). activity change (cytotoxicity), % at 5 µM. AID 602141;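 active = corrected activity change at or below -50% at 5 µM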
LRH-1 inv ag: NR5A2 inverse agonism in reporter assay; O00482; HEK293T StAR-luciferase reporter, LRH-1 transfected, 24 h; inhibition, % at 3.6 µM; actives 0.13% (n = 360,000); AID 602396;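 active = inhibition above the mean inhibition of all tested compounds plus 3 SD, cut at about 73% in these data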;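 note: 0% = DMSO wells and 100% = reporter-only cells lacking LRH-1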
NCOA3 inh: inhibits human SRC3 coactivator; HEK293 GAL4-SRC3 luciferase reporter, luminescence; AID 588352; actives 0.17% (n = 360,000); inhibition, % at 3.6 µM;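 active = inhibition above a per-campaign cutoff, the mean of all compounds plus 3 SD, cut at about 60% in these data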;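 note: 0% = DMSO-treated cells and 100% = gossypol-treated cells at 36 µM; higher means less SRC3-driven luciferase light from the GAL4 reporter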
NR2F2 inh: NR2F2 (human) inhibition, primary screen; P24468; HEK293T NGFI-A luciferase reporter, luminescence; inhibition, % at 8.6 µM; actives 0.7% (n = 370,000);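 active = inhibition above a per-plate cutoff, mean inhibition of test wells between control levels plus 3 SD, cut at about 38% in these data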;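 note: cells cotransfected with COUP-TFII expression vector driving the NGFI-A reporter; 0% = median of COUP-TF2 test wells and 100% = reporter-only cells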
TWEAK-Fn14 inh: blocks TWEAK-Fn14 interaction in a reporter cell assay | AID 1159606 | inhibition, % at 10 µM | TWEAK-stimulated Fn14 reporter cells, luciferase luminescence, 8 h | actives 2% (n = 360,000); in the data active = inhibition above about 50%
SRC1 inh: inhibitors of human steroid receptor coactivator 1 (SRC1). inhibition, % at 3.6 µM. Q15788. actives 0.12% (n = 360,000). HEK293 GAL4-SRC1 luciferase reporter, luminescence;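 active = inhibition above the campaign mean plus 3 SD, with each screening campaign given its own cutoff, cut at about 60% in these data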;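 note: 0% = DMSO treated cells and 100% = gossypol at 36 µM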
CF NFkB inh: cystic fibrosis NF-kB activation inhibition; KKLEB NF-kB-GFP reporter, PAF-induced, GFP fluorescence overnight; inhibition, % at 5 µM; actives 0.86% (n = 360,000);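 active = at least 50% inhibition at 5 µM, scaled per plate between neutral and stimulator controls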;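 note: PAF is a Pseudomonas aeruginosa culture filtrate used as stimulus; plate controls were PAF-stimulated DMSO wells for no effect and unstimulated DMSO wells for full effect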
TROY NFkB inh: blocks TROY-dependent signaling in reporter cells; actives 0.98% (n = 360,000); Q293 LMP1-TROYcd NF-kB luciferase reporter, 4 h; inhibition, % at 10 µM; AID 1347056;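 active = compounds whose plate-normalised and pattern-corrected inhibition of the luciferase reporter signal at the single screening dose is 50% or more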
C8 TRAIL sens: sensitizes caspase-8 expressing cells to TRAIL. NB7+C8 cells + TRAIL, ATPlite viability luminescence. inhibition (viability loss, TRAIL sensitization), % at 10 µM. actives 1% (n = 360,000). AID 624354;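 active = compounds causing at least 50% loss of cell viability in the single-dose screen, relative to plate controls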
EBV LMP1 NFkB: inhibitors of Epstein-Barr LMP1-induced NF-kappaB reporter; inhibition, % at 12.5 µM; LMP1-induced NF-kappaB luciferase reporter cells, luminescence; actives 0.69% (n = 350,000); in the data active = inhibition above about 41%;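 note: 0% = neutral control wells and 100% = reference inhibitor control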
* hit, by the source's call; . = no result given. Not all compounds are listed; the hit share may differ from the screen's.

SMILES	Shn3 inh set2	KKLEB tox	LRH-1 inv ag	NCOA3 inh	NR2F2 inh	TWEAK-Fn14 inh	SRC1 inh	CF NFkB inh	TROY NFkB inh	C8 TRAIL sens	EBV LMP1 NFkB
O=C(NCCN1CCCC1=O)C1CCC(=O)N(CCc2cccc(F)c2)C1 (stereo unspecified)	-13.6	2.1	-2.5	6.7	-22.8	-10.6	-20.1	-6.2	14.2	15.0	-3.2
CS(=O)(=O)N1CCCC(C(=O)NCCCN2CCC(Cc3ccccc3)CC2)C1 (stereo unspecified)	11.6	4.5	-19.6	5.9	-19.6	8.0	-8.3	7.8	11.3	2.0	-2.5
Cc1ccc(-c2nnc3c(C(F)(F)F)nc4ccccc4n23)cc1	4.9	-1.5	-7.3	-21.4	-7.8	0.5	-30.1	21.8	-40.0	27.0	6.8
Cc1ccc(C(=O)NCc2ccco2)cc1S(=O)(=O)N1CCOCC1	-9.2	-3.5	-4.0	-7.5	16.0	-10.6	11.9	3.0	-9.0	0.7	-2.5
CCCCN(CC)CCNC(=O)c1cc2c(=O)[nH]c3ccccc3c2s1	-37.3	1.2	-15.9	-8.2	5.0	-2.5	4.7	-16.4	-8.8	-17.2	-11.6
CCC(C)(C)C1CCc2[nH]nc(C(=O)NC3CCCC3)c2C1 (stereo unspecified)	5.1	-1.1	-7.1	-43.7	6.0	-12.8	1.4	26.4	-46.8	13.1	3.6
Cc1ccc(SCC(=O)OC(C)C(=O)NC2(C#N)CCCCC2)cc1 (stereo unspecified)	-15.1	8.0	-2.7	14.1	3.8	-3.9	-24.5	5.9	0.8	-3.2	-0.5
CCN(CC(=O)Nc1ccccc1C(F)(F)F)C(=O)c1ccc(-n2nc(C)c(CCC(=O)OC)c2C)cc1	9.9	-7.6	-12.3	15.0	-2.4	3.9	3.2	-2.7	4.9	-7.2	2.4
CCOC(=O)CSc1nnc(-c2ccc(NS(=O)(=O)c3ccc(C)cc3)cc2)o1	-7.5	-4.4	-12.7	-0.9	5.5	3.1	8.8	-2.6	-8.8	6.5	4.8
COC(=O)COc1cccc(NC(=O)c2cccs2)c1	7.4	0.7	19.9	33.8	8.4	-1.1	-1.5	1.9	-27.6	-5.8	-12.4
CCOC(=O)C1CCCN(C(=O)c2cc(S(=O)(=O)N3CCCCC3)ccc2Cl)C1 (stereo unspecified)	28.1	-7.9	0.9	17.2	31.1	10.5	3.9	16.4	-0.2	16.7	12.0
CCOc1cc(C(=O)NCC(=O)N/N=C/c2sccc2C)cc(OCC)c1OCC	-27.6	-4.3	8.6	1.8	17.0	0.1	-6.2	3.3	25.0	-10.0	-2.7
CCn1c(SCC(=O)Nc2cc(C)on2)nnc1-c1ccco1	3.4	3.1	-4.5	-5.8	9.2	9.6	-8.5	-4.1	2.3	6.9	2.9
Cc1cc(C)c(NC(=O)CNC(=O)COC(=O)Cc2cccs2)c(C)c1	-11.0	4.3	-7.4	-4.4	-10.2	8.3	3.4	11.6	5.5	-0.4	-3.0
COc1ccc(-c2cc(C(=O)Nc3cc(C)on3)c3ccccc3n2)c(OC)c1	8.4	-18.1	11.4	5.1	18.1	8.9	-4.1	-12.9	14.6	9.9	7.7
COc1cc2[nH]c(=S)n(Cc3ccco3)c(=O)c2cc1OC	11.6	14.9	3.4	5.9	4.3	-22.9	-6.2	-10.8	0.7	3.2	-2.2
CC1CCN(CC(O)COc2ccc(-c3ccccc3)cc2)CC1 (stereo unspecified)	-7.5	-9.2	-5.4	-4.4	-14.6	-17.9	-6.7	16.7	-13.4	15.9	-1.5
Cn1c(=O)n(C)c2cc(N3CCOCC3)c(NC(=O)c3cccc(Cl)c3)cc21	-2.9	-1.1	-3.9	14.3	-7.9	-20.8	-28.4	-4.0	-6.8	-9.6	1.2
Cc1ccccc1Nc1nc(-c2ccccc2)c(C(=O)Nc2cccnc2)s1	-24.1	-4.7	-27.1	-0.2	-5.9	23.1	-3.3	12.2	-14.3	0.0	4.7
COc1ccccc1CCNC(=O)c1ccc(Br)s1	-24.6	-1.8	-31.9	-48.9	3.3	-1.2	-4.5	6.2	-16.1	10.6	6.9
CSc1sc(C(=O)O)c(C)c1C(C)=O	-14.9	10.2	5.3	-5.2	5.0	18.8	-29.3	-7.6	.	6.5	1.9
C[C@H](NC(=O)c1nc[nH]c1C(=O)N[C@@H](CCCCN)C(=O)OC(C)(C)C)C(=O)OC(C)(C)C	-5.0	5.3	3.0	-4.3	3.9	4.4	4.8	1.3	-13.6	1.7	-3.2
COc1cccc(C(=O)NNC(=O)c2cccnc2)c1	5.0	-3.7	-27.1	-3.4	-7.0	6.2	6.6	-3.8	-11.1	11.4	7.5
O=C(O)C1=C[C@H](C2CC2)C[C@H](OCc2ccc(CO)cc2)O1	-34.5	4.4	-2.0	-8.6	-7.1	1.8	-3.0	-7.0	5.5	-14.6	3.8
COc1cccc(C(=O)CN2C(=O)C(C)(C)Oc3ccc(C(=O)N4CCOCC4)cc32)c1	11.2	8.4	15.4	5.7	-6.8	-15.2	-4.1	-5.5	-9.4	-5.1	-4.8
CCC1CCCCN1CC(=O)c1c(C)[nH]c2ccc(OC)cc12 (stereo unspecified)	-2.6	-9.3	19.5	18.2	0.0	84.9*	-0.3	3.5	-3.4	1.3	3.7
c1ccc2c(c1)ncn2Cc1nnc2sc(-c3ccc4c(c3)OCO4)nn12	-18.4	12.5	-1.2	12.3	-14.0	-2.0	-2.8	-6.5	-4.1	-6.0	-0.7
O=C(Cn1c(=O)c2cccn2c2ccccc21)NCCc1ccccc1	1.8	10.1	9.3	-6.8	-7.2	-3.0	-13.6	-17.3	-0.6	0.1	-6.5
O=C(CSc1nc2ccccc2n1CC(=O)NCc1ccccc1)NCc1ccco1	-0.1	-13.6	1.1	22.4	-5.2	-1.3	8.2	2.0	6.8	3.7	7.6
COc1ccc(C(=O)c2c(-c3ccc(OC)cc3)oc3ccc(-c4ccc(OC)nc4)cc23)cc1	22.7	-12.1	-10.3	5.2	2.0	1.8	-4.4	15.2	1.0	6.1	-11.0
Cc1c(CN2CCCC(CO)(Cc3cccc(Cl)c3)C2)cnn1C (stereo unspecified)	-24.3	5.0	6.6	9.8	9.4	9.8	-3.4	-2.9	0.3	-6.1	-0.4
CCN(CC)S(=O)(=O)c1cccc(NC(=O)C2SC(=Nc3ccc(C)cc3C)C(C(=O)NCC3CCCO3)=C2N)c1 (stereo unspecified)	14.1	9.0	-6.3	5.0	13.1	6.7	1.6	-15.8	16.7	-10.0	1.4
O=C(Nc1cccc(F)c1)c1cccc(S(=O)(=O)N2CCOCC2)c1	34.4	9.4	14.1	-3.5	1.6	4.5	-30.4	-2.9	3.9	-11.0	13.3
CCOC(=O)C1(Cc2cccc(F)c2)CCN(C(=O)C2CCCO2)CC1 (stereo unspecified)	-20.5	1.4	-7.2	8.0	-20.8	8.4	6.3	-0.9	9.8	-1.8	-2.5
CCOc1ccc(NC(=O)C(CC(=O)O)Cc2ccc(Br)cc2)cc1 (stereo unspecified)	-14.4	2.0	-1.0	3.3	-1.3	4.5	-10.2	5.5	-0.8	15.2	0.2
CCN(Cc1ccccc1)C(=O)COC(=O)c1cc(S(=O)(=O)Nc2c(C)n(C)n(-c3ccccc3)c2=O)ccc1C	6.5	3.2	8.7	3.8	2.2	-6.6	-13.5	-9.4	3.5	2.1	-0.4
Cc1ccc([N+](=O)[O-])cc1NC(=O)c1ccc(CSc2ccccc2)cc1	-7.9	2.1	7.0	10.8	0.4	-9.8	4.8	-7.8	-10.2	25.3	1.0
COc1ccccc1NC(=O)NS(=O)(=O)c1ccc(C)cc1	6.8	6.3	2.2	21.2	0.2	8.9	-6.6	-1.0	15.4	-7.3	3.4
C=C(C)CNC(=O)C1CCC(=O)N(CCCc2ccccc2)C1 (stereo unspecified)	-1.2	11.0	9.4	-22.9	-8.8	-11.5	4.7	-10.0	23.2	-5.4	-3.2
CCCC12CN3CCN(CC(C3)/C1=N\NC(=O)c1ccc(C(C)(C)C)cc1)C2	-0.5	-1.6	-22.1	-1.8	11.8	25.8	4.1	5.7	-14.6	-3.4	-4.0
Cc1ccc(-c2nc3c(=O)n(-c4ccccc4)c4c(c(=O)n(C)c(=O)n4C)c3o2)cc1	7.2	-8.3	-8.1	11.8	5.8	-5.9	-4.6	7.0	-22.5	15.0	-0.3
O=C1c2ccccc2NC(c2ccc(F)cc2)N1Cc1ccccc1 (stereo unspecified)	1.2	-9.9	14.1	8.3	15.4	6.7	-0.2	14.8	9.9	-17.1	1.8
NC(=O)c1cn(-c2ccccc2)nc1-c1cc2ccccc2oc1=O	-19.8	-4.0	1.6	6.7	14.0	6.7	-5.6	25.4	1.1	4.0	7.0
CCCCOc1ccc(-c2nnc(N)s2)cc1	-31.5	-1.2	-81.4	-44.1	-24.6	-35.0	-51.8	4.4	-49.8	17.6	-16.9
C[C@@H]1O[C@@H](OC[C@H]2O[C@@H](Oc3cc(O)c4c(=O)cc(-c5ccc(O)c(O)c5)oc4c3)[C@H](O)[C@@H](O)[C@@H]2O)[C@H](O)[C@H](O)[C@H]1O	-10.0	1.9	-19.5	4.0	.	12.4	2.2	-13.5	3.5	-7.4	-8.9
Cc1ccc(C(C)(O)CS(=O)(=O)Cc2ccccc2Cl)cc1 (stereo unspecified)	8.7	5.4	-21.3	10.3	4.6	4.8	10.4	-6.6	-19.2	9.2	-6.2
CCOC(=O)C1CCN(C(=O)C2CCN(S(=O)(=O)N3CCCC3)CC2)CC1	-2.1	1.5	5.5	20.6	-13.5	-12.5	10.0	6.2	5.9	-46.7	-6.1
COc1ccc(-c2nnc(-c3ccc(C)cc3)o2)cc1	-122.7	-9.5	-126.3	-113.4	-19.0	2.4	-85.4	-18.6	-19.2	32.5	-13.6
O=C(CCC(=O)Nc1ccccc1)N/N=C/c1ccc2c(c1)OCO2	-26.8	10.2	-10.8	-26.4	-8.8	-25.4	-39.3	-9.4	-36.3	3.8	-12.8
CCN(CC(=O)Nc1ccc(NC(C)=O)cc1)C(=O)CSC(=S)N1CCCC1	6.2	-4.8	-15.8	7.6	-4.8	1.5	1.1	20.1	-10.3	-3.7	0.3
CN(CCc1ccccc1)C(=O)c1ccc(NC(=O)Cc2cccc(NC(=O)C3CCN(C(=O)C4CCC4)CC3)c2)cc1	-12.6	5.3	-1.2	-20.0	1.1	-0.7	13.1	-20.1	9.1	4.0	1.6
COC(=O)c1cnc(N)s1	5.7	-0.6	-7.5	-19.5	-23.5	3.2	-9.2	21.7	11.5	-3.4	3.9
COc1ccc(N(C)S(=O)(=O)c2ccc(Cl)c(C(=O)NCC(C)(C)N3CCOCC3)c2)cc1	59.3	5.2	-7.6	-10.5	30.4	14.0	7.1	-16.7	13.0	-1.4	7.8

Screening results (PubChem)
